# Screening results: PubChem, several laboratories
# BoNT F protease = blocks Botulinum neurotoxin F light chain protease | inhibition, % at 10 µM | 0.22% of 360,000 active | Multiplex microsphere protease cleavage assay, flow cytometry | AID 588497; in the data active = inhibition above about 35%, passing the limit was not always enough; inconclusive = no clear call, values can overlap the other calls; also: plate controls were buffer without enzyme for full effect and enzyme alone for no effect
# MazF activator = increases E. coli MazEF RNase cleavage of RNA. FAM/BHQ RNA-DNA oligo cleavage fluorescence, 5 h. activation, % at 20 µM. 0.32% of 350,000 active; in the data active = activation above about 50%
# Target sequence (P0AE70 whole entry, looked up): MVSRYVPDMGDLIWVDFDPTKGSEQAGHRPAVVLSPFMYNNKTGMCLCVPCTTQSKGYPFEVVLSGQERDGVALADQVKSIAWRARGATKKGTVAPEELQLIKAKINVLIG
# SSB-PriA inh = K. pneumoniae PriA-SSBct interaction inhibition; 0.6% of 430,000 active; inhibition, % at 33 µM; AlphaScreen SSBct-PriA binding, biotinylated peptide; in the data active = inhibition mostly above about 37%, no sharp cut-off; inactive = mostly below about 20%;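 also: plate controls were negative control peptide for no effect and reference peptide for full effect; strong numbers were not always called active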
# BoNT A protease = inhibitors of Botulinum neurotoxin A light chain protease. multiplex microsphere protease substrate cleavage, flow cytometry. inhibition, % at 10 µM. 0.17% of 360,000 active. AID 588499; also: plate controls were buffer without enzyme for full effect and enzyme alone for no effect
# VHR inh abs = DUSP3 (human) phosphatase inhibition. 0.52% of 290,000 active. P51452. recombinant VHR phosphatase, pNPP absorbance. inhibition, % at 13.3 µM. AID 1654; in the data active = inhibition above about 50%; also: some compounds called inactive have numbers as strong as hits
# Target sequence (P51452 whole entry, looked up): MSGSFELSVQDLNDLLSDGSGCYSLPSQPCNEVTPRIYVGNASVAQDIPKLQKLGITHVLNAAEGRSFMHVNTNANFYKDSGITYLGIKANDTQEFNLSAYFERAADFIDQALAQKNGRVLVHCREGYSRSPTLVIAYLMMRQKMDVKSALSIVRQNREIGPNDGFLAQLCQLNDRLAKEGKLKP
# PrPC TRFRET = cell surface PrPC inhibition, primary TR-FRET screen. inhibition, % at 13.8 µM. 0.43% of 370,000 active. TR-FRET read-out; in the data active = inhibition above about 24%; also: 0% = median of the test wells and 100% = reference compound wells
# SARS 3CLpro inh = SARS-CoV 3CLpro protease inhibition | P0C6X7 | recombinant SARS-CoV 3CLpro, quenched FRET peptide cleavage | inhibition, % at 6 µM | 0.14% of 290,000 active | AID 1706; in the data active = inhibition above about 12%
# Anthrax LF inh2 = anthrax lethal factor protease inhibition | 0.12% of 360,000 active | P15917 | AID 588501 | multiplex microsphere protease cleavage assay, LF | inhibition, % at 10 µM; also: plate controls were buffer without enzyme for full effect and enzyme alone for no effect
# CCHF vOTU inh = blocks the CCHF virus ovarian tumor domain protease; CCHFV vOTU protease, Pep-AMC fluorescence; inhibition, % at 11.5 µM; 0.55% of 370,000 active; AID 651958; in the data active = inhibition above about 30%; also: 0% = vehicle wells with enzyme and 100% = no enzyme wells
# Rv3671c protease = inhibitors of M. tuberculosis serine protease Rv3671c. AID 2606. 0.048% of 320,000 active. inhibition, % at 5.96 µM. P9WHR9; in the data active = inhibition above about 38%;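 also: extracellular domain of Rv3671c used as enzyme; 0% = enzyme with DMSO and 100% = no enzyme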
# Target sequence (P9WHR9 whole entry, looked up, the tested form may be a part): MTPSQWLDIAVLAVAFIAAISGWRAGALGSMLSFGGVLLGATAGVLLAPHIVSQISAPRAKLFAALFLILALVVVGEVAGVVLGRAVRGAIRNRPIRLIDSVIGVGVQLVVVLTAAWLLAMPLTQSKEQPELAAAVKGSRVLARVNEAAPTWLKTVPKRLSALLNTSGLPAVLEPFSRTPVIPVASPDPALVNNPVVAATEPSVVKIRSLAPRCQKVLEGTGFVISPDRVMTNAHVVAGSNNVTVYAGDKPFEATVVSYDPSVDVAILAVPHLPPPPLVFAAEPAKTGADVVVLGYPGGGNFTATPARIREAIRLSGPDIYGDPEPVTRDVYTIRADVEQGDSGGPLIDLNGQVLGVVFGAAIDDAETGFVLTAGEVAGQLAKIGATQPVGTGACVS
# Starred values were filed as active, the others as inactive; ? = inconclusive; . = not tested or not shown; & = joins results of further samples. Rule as the data show it, unless noted: active = inhibition above about 30%; inconclusive = no clear call, values can overlap the other calls; inactive = below that. Only part of the results is shown. The share of hits here may be higher or lower than overall.
Structure	BoNT F protease	MazF activator	SSB-PriA inh	BoNT A protease	VHR inh abs	PrPC TRFRET	SARS 3CLpro inh	Anthrax LF inh2	CCHF vOTU inh	Rv3671c protease
O=C1C(=O)N(c2ccccn2)C(c2ccc(F)cc2)/C1=C(/O)c1ccc(Br)cc1 (centres undefined)	0	6	.	-1.1	6	1	6	-6	-3	2
CC(=O)N1CCC2(CC1)C/C(=N\NC(=S)Nc1ccccc1C)c1cc(O)ccc1O2	-14	7	.	-1.7	22	-18	-4	-9	-11	5
COc1ccc(CCNC(=O)CSc2nc3[nH]ncc3c(=O)n2-c2ccccc2OC)cc1OC	-8	4	-12	-0.3	11	4	3	-1	6	-6
COC(=O)c1cc(NC(=O)c2c(-c3c(Cl)cccc3Cl)noc2C)ccc1N1CCOCC1	-8	6	-13	-0.1	25	-1	3	-7	-14	-3
O=C(CSc1nnc(C2CC2)n1Cc1ccccc1)Nc1cccnc1Cl	-2	1	-7	-0.7	13	-6	4	-5	2	8
O=C1c2ccccc2S(=O)(=O)N1CC(O)COc1ccc(Br)cc1 (centres undefined)	5	-3	-7	1.7	6	0	0	-1	-2	0
COc1ccc(/C=C2\SC(=O)N(CCNC(=O)C3CC(=O)N(c4ccccc4)C3)C2=O)cc1 (centres undefined)	-3	3	-4	0.4	-8	5	0	-2	5	5
CS(=O)(=O)NCCCNc1ccc(C(F)(F)F)cc1[N+](=O)[O-]	0	1	5	-0.7	5	-28	-1	-4	1	0
Cc1cc(C)c(CN2CCC(n3nccc3NC(=O)C3CCCC3)CC2)cc1C	16	-2	0	5.9	14	-4	8	3	11	0
Cc1cc(C(=O)N2CCc3ccccc3C2)n[nH]1	-2	4	-5	-2.0	33	-2	0	3	11	-2
Cc1onc(-c2ccccc2Cl)c1C(=O)OCC(=O)N1CCC(C)CC1	1	0	-15	1.6	.	16	.	-7	7	6
COc1ccc(NC(=O)N2CCCC(C(=O)Nc3ccccc3OC)C2)cc1 (centres undefined)	1	3	0	-1.6	7	6	3	-2	4	4
CCN(CC)CCN1CNC(=S)NC1	-8	6	.	-0.4	.	8	.	1	14	.
COC(=O)C1=C(C(=O)OC)SC2(S1)C(C(=O)OC)=C(C(=O)OC)SC1=C2c2cc(C)ccc2NC1(C)C	5	-2	10	-0.8	-10	1	7	-5	13	-9
COc1cnn(-c2cccc(Cl)c2)c(=O)c1Cl	6	-4	-6	0.5	.	-4	.	4	-8	1
CCCOc1ccc(-c2nnn(CC(=O)N3CCCC(C)C3)n2)cc1 (centres undefined)	2	-24	-1	-1.2	7	8	-1	-7	-2	2
O=C(CNC(c1ccccc1)c1ccccc1)NCc1ccccc1Cl	-31	-3	9	-2.0	.	-5	-2	-1	-7	0
O=C(CSc1nc2ncccc2[nH]1)NCc1ccccc1	-8	5	7	-0.5	-10	-3	-3	-3	-15	3
CCCCNC(=O)C1(C)CCCCN1C(=O)c1cccs1 (centres undefined)	-2	.	.	0.1	.	-7	.	0	1	.
COc1cc(C=NNc2nc3c([nH]2)c(=O)n(C)c(=O)n3C)ccc1O	4	16	-4	0.4	.	2	.	2	-1	.
Cc1cccc(C)c1N=Cc1c(C(F)(F)F)[nH][nH]c1=O	-8	1	-17	-0.8	9	0	-2	1	-4	-9
CCOc1cccc2sc(Cl)nc12	-12	9	0&7	-1.5	-11	-8	-1	3	-7	-7
O=C(CSCC(=O)c1ccc([N+](=O)[O-])cc1)c1ccc([N+](=O)[O-])cc1	0	.	11	2.3	.	.	.	0	.	.
Cc1ccccc1NC(=S)NNC(=O)c1ccoc1C	-6	-13	-18	-5.0	10	-4	5	0	-10	1
CS(=O)(=O)N1CCC(C(=O)Nc2cc(Cl)cc(Cl)c2)CC1	-2	10	-10	0.2	12	-8	-5	9	-1	-2

# Further results follow:
Structure	BoNT F protease	MazF activator	SSB-PriA inh	BoNT A protease	VHR inh abs	PrPC TRFRET	SARS 3CLpro inh	Anthrax LF inh2	CCHF vOTU inh	Rv3671c protease
Cc1cc(C)n(-c2ccc(NC(=O)C3CCCCN3C(=O)c3sccc3C)cc2)n1 (centres undefined)	1	0	-12	-0.6	10	1	4	0	-5	-3
O=S(=O)(NCCc1csc(-c2ccccc2)n1)c1cccnc1	-3	2	9	-0.4	18	-3	1	0	7	-4
O=C(N/N=C/c1ccc(OCc2ccccc2)cc1)c1ccc(O)cc1	1	1	.	-0.2	4	13	1	-6	6	-27
CC(C)(CO)N=C1NS(=O)(=O)c2cc([N+](=O)[O-])ccc21	-12	1	-1	-0.8	-11	-55	3	-1	2	-6
O=C(O)CCC1(CCC(=O)O)c2ccccc2-c2ccccc21	-16	-3	-6	-3.9	-2	7	0	8	10	0
c1ccc(Nc2ccnc(Nc3ccccc3)n2)cc1	-8	5	-2	0.6	29	-3	-1	-4	14	0
CCOc1ccc(CN2CCN(C(=O)Cc3ccccc3)CC2)cc1	7	4	-9	-3.5	1	0	1	0	-16	-6
CCn1c(Cc2ccc(OC)cc2)nnc1SCC(=O)NC1CCCCC1	-23	-2	-22	0.4	3	1	0	5	16	-2
Nc1ncc(Br)cc1S(=O)(=O)NCCC(=O)NCCc1ccc(Cl)cc1	4	2	11	1.0	-9	5	1	0	11	1
CCOc1ccc(CCNC(=O)CCn2ccc3cc(S(=O)(=O)N4CCCC4)ccc32)cc1	6	3	2	1.9	-3	4	6	-2	6	-3
COc1ccc(Cc2nnc(NS(=O)(=O)c3ccc(Cl)cc3)s2)cc1OC	-3	2	-1	-1.3	8	-1	12	-5	-9	-17
CCN(CC)c1ccc(S(=O)(=O)N2CCOCC2)cc1NC(=O)COC(=O)c1ccco1	?	1	-9	-1.5	.	2	.	?	3	6
Cn1cc(CN2CCN(CC(C)(C)C)C(CCO)C2)c2ccccc21 (centres undefined)	?	14	-5	3.2	42	8	0	-16	-10	1
Cn1nc(C(F)(F)F)c(CN2CC(C)(C)C2=O)c1N1CCOCC1	-10	8	-13	-0.9	8	0	-5	-5	6	5
CC(=O)c1cccc(NC(=O)NNC(=O)CCC(=O)Nc2ccc(C)c(C)c2)c1	-4	-10	-8	0.1	16	1	5	-5	-8	5
CCCC(=O)Nc1ccc(C(=O)n2ccc(C)n2)cc1	-3	1	-16	-0.8	-4	-4	2	1	-7	4
CC(C)N1CCC(=NNC(=O)c2ccc(Br)o2)CC1	-5	-1	-2	-0.3	0	4	-3	0	15	-3
O=C(Nc1c(F)cccc1F)C(c1ccccc1)c1ccccc1	.	9	-11	.	.	-10	.	.	-12	0
O=C(CN1C(=O)CCC1=O)NNc1ccc2ccccc2c1	-5	2	-4	-0.2	20	14	-11	-4	8	1
CCCn1nc(C(=O)NNC(=O)c2ccc(OC(F)F)cc2)c2ccccc2c1=O	-5	3	1	0.2	.	-6	.	-1	6	-1
Cc1nn(C(C)(C)C)c(N)c1-c1ccccc1	2	1	-2	-0.9	-1	-2	2	0	-3	7
Cc1ccc(NC(=O)CNCCCN2CCOCC2)cc1S(=O)(=O)N1CCCCC1	-3	7	2	1.2	-7	-7	1	1	0	9
CCOc1ccc(/C(O)=C2/C(=O)C(=O)N(CCOCCO)C2c2ccc(F)cc2)cc1 (centres undefined)	-10	0	.	0.3	8	11	-5	0	17	-2
N#Cc1c(NC(=O)Cn2cnc3ccccc3c2=O)oc(-c2ccccc2)c1-c1ccccc1	-1	3	9	0.2	-12	4	5	-1	12	-42
CC(=O)c1c(N(C)C)ccnc1C(F)(F)F	28	-2	-28	2.9	12	-5	0	8	-15	0

# Additional results.
Structure	BoNT F protease	MazF activator	SSB-PriA inh	BoNT A protease	VHR inh abs	PrPC TRFRET	SARS 3CLpro inh	Anthrax LF inh2	CCHF vOTU inh	Rv3671c protease
N#Cc1cccc(OC(=O)C2CCN(C(=O)c3ccc(F)cc3)CC2)c1	-3	-1	.	0.0	.	-2	.	-8	3	.
CSc1ncccc1C(=O)N1CCN(S(=O)(=O)c2ccc(C)cc2)CC1	-2	3	-9	-1.8	26	8	-2	-18	-10	0
COc1cccc(CN(C)C(=O)c2cc(S(=O)(=O)N3CCN(c4ccccc4)CC3)ccc2Cl)c1	-5	3	7	-2.9	2	7	2	-5	2	-6
Cc1ccc(S(=O)(=O)Nc2cccc(C(=O)NCCCN3CCCC3=O)c2)cc1F	?	-1	-12	?	.	4	.	?	1	-5
O=S(=O)(Nc1cccc(S(=O)(=O)N2CCOCC2)c1)c1ccc2c(c1)OCCO2	4	12	-2&-24	-0.1	15	-1	3	4	-22	0
C=CCOc1ccc(/C=C/C(=O)OCC(=O)N2CCN(C(C)=O)CC2)cc1	-2	4	-3	-0.7	.	-6	.	2	11	-1
Cc1cc(/C=C2\C(=O)NC(=O)N(Cc3ccco3)C2=O)c(C)n1-c1ccc(O)cc1	-10	7	-1	-0.6	-14	6	4	1	13	0
O=[N+]([O-])c1cc2c(cc1[N+](=O)[O-])OCCOCCOCCOCCO2	0	2	2	-0.3	8	-7	0	-3	10	3
CCOC(=O)C1CCN(CC(=O)Nc2c(C(=O)OC)[nH]c3cccc(C)c23)CC1	-8	-2	0	0.4	-8	-1	-3	0	2	5
CC(=O)c1sc(NC(=O)c2ccc(Cn3cc(Br)cn3)o2)nc1C	-8	-9	-12	-0.3	-2	-5	1	-1	14	-4
COc1cccc(NC(=O)CN(C)C(=O)CCCc2nc3ccccc3s2)c1	-18	-3	-6	-7.0	.	1	.	2	-14	2
Cc1ccccc1NC(=O)CSc1nn2c(=O)c(C)nnc2s1	-5	8	2	-0.5	6	-1	-1	3	6	1
Cc1cc(C(=O)Nc2nc3ccc(Cl)cc3s2)nn1C	.	9	3	.	12	4	0	.	2	1
Cc1ccccc1-c1noc(-c2ccc(Cl)cc2)n1	18	0	-20	1.1	40	1	0	-6	0	7
O=S(=O)(CCc1nc2ccccc2o1)c1ccc(Cl)c(Cl)c1	-1	20	-1	-0.5	19	-5	-3	-5	2	-2
Cc1ccc(NC2CCCN(C(=O)c3cn4cc(Cl)ccc4n3)C2)cc1C (centres undefined)	.	2	-6	.	44	3	-3	.	4	-4
COC1CCCN(Cc2cn(C)nc2-c2ccc(Oc3ccccc3)cc2)C1 (centres undefined)	0	-1	-10	0.5	9	-8	-4	1	24	0
Cc1cc(C)nc(Nc2ccc(Cl)cc2C)n1	?	7	-19	-4.6	6	-5	3	21	17	.
COc1ccccc1C1NC(=O)NC(C)=C1C(=O)OCc1ccccc1 (centres undefined)	17	-3	1	2.4	16	-1	0	-17	-10	1
COc1ccc2cc(C(=O)N3CCCC(Nc4ccc(F)cc4)C3)n(C)c2c1 (centres undefined)	-7	9	10	0.4	-6	8	-2	2	15	-6
CSCC[C@H](N)C(=O)NC[C@H]1CC[C@H](C(=O)N[C@@H](Cc2ccccc2)C(=O)O)CC1	-2	4	.	0.4	18	4	1	1	-7	1
O=C(Nc1ccc(Oc2ccc(Br)cc2)cc1)C1=CC=CN2CCS(=O)(=O)N=C12	-2	7	-12	0.1	.	-8	.	-3	8	-5
COc1ccc2c(c1)CC/C(=C/c1cc(OC)c(OC)c(OC)c1)C2=O	1	-22	6	0.1	-25	4	5	1	13	-14
COc1ccccc1CN1CCCCCC1	19	-11	-8	3.6	2	-2	0	-3	-9	-1

# Reprinted at random: four records from the list, in no set order.
Structure	BoNT F protease	MazF activator	SSB-PriA inh	BoNT A protease	VHR inh abs	PrPC TRFRET	SARS 3CLpro inh	Anthrax LF inh2	CCHF vOTU inh	Rv3671c protease
COC(=O)C1=C(C(=O)OC)SC2(S1)C(C(=O)OC)=C(C(=O)OC)SC1=C2c2cc(C)ccc2NC1(C)C	5	-2	10	-0.8	-10	1	7	-5	13	-9
CS(=O)(=O)NCCCNc1ccc(C(F)(F)F)cc1[N+](=O)[O-]	0	1	5	-0.7	5	-28	-1	-4	1	0
Cc1cccc(C)c1N=Cc1c(C(F)(F)F)[nH][nH]c1=O	-8	1	-17	-0.8	9	0	-2	1	-4	-9
O=C(Nc1c(F)cccc1F)C(c1ccccc1)c1ccccc1	.	9	-11	.	.	-10	.	.	-12	0
